Lipid storage S3 – qHTS Assay for Lipid Storage Modulators in Drosophila S3 Cells | Drosophila S3 cells, BODIPY lipid droplet fluorescence, 18-24 h; cells fed with added oleic acid | Potency in µM for hits, for the others lipid storage change, negative = inhibition, % at the top dose, mostly 46.1 µM | actives 0.64% (n = 320,000); active means well fitted inhibition curve with a large enough effect in the signal ratio, with a control signal flat, not every such curve was filed as active; inconclusive means small, poorly fitted or top-dose-only effect, or effect the other way, or a change in a side signal; the % refers to the signal ratio
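Drosophila S3 cells got compounds at several concentrations plus oleic acid (400 uM solution). Laser-scanning cytometry with 488 nm excitation read lipid droplets at 500-530 nm and cells at 575-640 nm. Percent activity was relative to 20 uM Triacsin C.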
Lipid storage S3 cell count max – recorded beside Lipid storage S3, whose call it bears; cell number change, %; measured here: cell count max response;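 cells counted by Cell Tracker Red CMTPX staining in the red channel; peak over a dose series mostly up to 46.1 µM; percent activity relative to internal control wells on each plate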
* hit, by the source's call; i = inactive; ? = inconclusive; / = no result given; [ ] = dose if it differs, or a comment. On the % scale 0 is the no-effect control and ±100 the full control effect; potency means the concentration at half of the fitted maximal effect.

Under each structure – Lipid storage S3	Lipid storage S3 cell count max
CCOC(=O)N1CCN(CC(=O)n2c(C)c(C)c3ccccc32)CC1
  ?	/
COc1ccc(OC)c(-c2cc(C(=O)N3CCc4ccccc4C3)no2)c1
  ?	/
CCOc1ccc(CN2CCN(CCCn3cccn3)CC2CCO)cc1 (centres undefined)
  ?	/
CN(C)CCNc1oc(COc2ccc(Cl)cc2)nc1C#N
  7.3%	17.3
COc1ccc(CNC(=O)C2CCN(S(=O)(=O)c3cccc4nonc34)CC2)cc1
  i	12.7
O=C1CC(c2cccc(Br)c2)C2=C(CCCC2=O)N1 (centres undefined)
  i	-0.6
Cc1ccccc1C(=O)NCC(=O)NNC(=S)NC(=O)c1ccccc1
  0.0%	12.7
COc1cc(OC)cc(-n2nc(C(=O)NCCCN3CCOCC3)c3ccccc3c2=O)c1
  ?	/
CCOP(=O)(c1ccccc1)C1(C#N)CC1 (centres undefined)
  ?	/
COC(=O)C(Cc1ccccc1)NC(=O)C(CC(C)C)NC(=O)OC(C)(C)C (centres undefined)
  -10.6%	-16.2
O=P(c1ccccc1)(c1ccccc1)C(O)c1ccco1 (centres undefined)
  ?	/
COc1ccccc1N(C)S(=O)(=O)c1ccc(C(=O)N2CCCc3ccccc32)cc1
  7.0%	6.6
CCCC(=O)n1nc(-c2ccccc2)nc1SC
  -3.8%	0.5
COc1cc2[nH]c(C(=O)N3CCN(c4ccccc4F)CC3)cc2c(OC)c1OC
  i	/
N=c1n(CCN2CCCCC2)c2ccccc2n1CC(=O)c1cccc([N+](=O)[O-])c1
  ?	/
Cc1nnc(SCc2nnc(-c3cccs3)o2)n1C
  i	/
COc1ccc(CCNC(=O)c2cc(-c3ccccn3)nc3ccccc23)cc1
  ?	/
Cc1ccc2[nH]c(-c3ccccc3)c(CN(C)C)c(=O)c2c1
  ?	/
O=C(CSc1nnc(NC(=O)c2ccccc2F)s1)NC1CC1
  ?	/
COCC(=O)N1CCCC(C(=O)c2ccc(Oc3ccccc3)cc2)C1 (centres undefined)
  ?	/
CCn1c(SCC(=O)Nc2cc(C)on2)nnc1-c1ccccc1
  2.5%	12.6
COc1cccc(Cn2c(C3CC3)nc3ccc(NC(=O)c4ccco4)cc3c2=O)c1
  ?	/
CC(=O)c1cccc(NC(=O)COC(=O)c2n[nH]c3ccccc23)c1
  ?	/
Cc1ccc(NC(=O)COC(=O)CNC(=O)C2CCCCC2)c(Br)c1
  ?	/
O=S(=O)(Cc1ncc(C(F)(F)F)cc1Cl)c1ccccc1
  ?	/
CC(=O)Nc1ccc(SCC(=O)OCC(=O)NC(=O)NC2CCCC2)cc1
  ?	/
O=S(=O)(CCSc1nc2ccccc2o1)Cc1ccccc1
  ?	/
Cc1cccc(Nc2nnc(SCC(=O)Nc3cccnc3Cl)s2)c1
  14.3%	22.6
CCc1ccc(C(=O)NC(CCSC)C(=O)OC)cc1 (centres undefined)
  ?	/
O=C(NC1CC1)C1CC(=O)N(c2cccc(Cl)c2)C1 (centres undefined)
  -8.4%	9.7
CCOCCCNC(=O)C(NC(=O)CNC(=O)c1ccccc1)c1ccc(C)cc1 (centres undefined)
  i	/
CCCCn1c(=O)cc(N2CCOCC2)[nH]c1=O
  ?	/
COc1cc(C#N)ccc1OCC(=O)Nc1cccc(S(=O)(=O)N2CCCC2)c1
  ?	/
CCOC(=O)c1cc2cc(F)ccc2nc1C
  ?	/
COc1ccc(-c2c3c(=O)n(C)c(=O)n(C)c3cn2-c2ccccc2)cc1
  i	/
C(#Cc1ccccc1)CN1CCOCC1
  0.4%	-0.2
CCOC(=O)C1=C(CC)Nc2ccccc2N=C1NC(=O)c1oc2ccccc2c1C
  ?	/
CCN(CC(=O)Nc1ccccc1C(=O)Nc1ccccc1)Cc1nc2ccccc2c(=O)[nH]1
  ?	/
COc1ccc(CN(C(=O)c2snc(C(N)=O)c2N)C(C(=O)NC2CCCC2)c2ccc(OC)cc2)cc1 (centres undefined)
  9.3%	0.4
O=C(N/N=C/c1ccc(OC(=O)c2ccccc2Cl)cc1)c1ccccn1
  i	-11.4
COc1cccc(/C=C2\SC(=S)N(NS(=O)(=O)c3ccccc3)C2=O)c1OC
  i	-9.0
Cc1cc(=O)oc2cc(OC(C)C(=O)NCC3CCC(C(=O)O)CC3)ccc12 (centres undefined)
  ?	/
Cc1nc2c(-c3ccccc3)cnn2c(N)c1-c1ccccc1
  ?	/
O=C1NC2(CCc3ccccc32)C(=O)N1CCOc1ccc(Cl)cc1 (centres undefined)
  i	22.4
Cc1ccccc1C(=O)N1CCC(C(=O)Nc2cccc(F)c2)CC1
  ?	/
CCOC(=O)c1ccc(NC(=O)CSc2ccc(-c3ccncc3)nn2)cc1
  7.0%	-1.1
COc1ccc2c(c1OC)C(=O)N1c3ccccc3C(=O)N(c3ccc(F)cc3)C21 (centres undefined)
  i	/
Cc1cc(F)ccc1S(=O)(=O)N1CCCOC1CNC(=O)C(=O)NCCC1=CCCCC1 (centres undefined)
  -2.4%	10.2
O=c1c2ccccc2[nH]c(=S)n1CCCn1ccnc1
  6.0%	2.9
CCOc1ccc(NC(=O)CN2CCc3ccccc3C2)cc1
  ?	/
CCOC(=O)/C=C/C(=O)OCc1csc(CC(=O)Nc2ccccc2C)n1
  ?	/
COc1ccc([N+](=O)[O-])cc1-n1cccc1
  ?	/
Cc1ccc(-n2nnnc2Sc2nc([N+](=O)[O-])nn2C)cc1
  -12.1%	-20.3
CCOC(=O)C1CCCN(C(=O)CCCOc2cc(=O)n(C)c3ccccc23)C1 (centres undefined)
  ?	/
O=C(CSc1nnc(Nc2ccccc2)s1)NN1C(=O)NC2(CCCCC2)C1=O
  9.0%	1.1
CC1CCC(C(C)C)C(OP(=O)(c2ccccc2)C(O)c2ccncc2)C1 (centres undefined)
  2.5%	16.1
Cc1nc(NC2=NCN(Cc3ccco3)CN2)nc2ccccc12
  ?	/
Cc1cccn2c(=O)c3cc(C(=O)NCCC4=CCCCC4)n(C)c3nc12
  18.4µM*	-17.7*
O=C(COc1cccc(Cl)c1)Nc1ccc(N2CCOCC2)cc1
  5.1%	1.0
COc1cc(NS(=O)(=O)c2ccc(NC(=O)c3ccc(F)cc3)cc2)ncn1
  ?	/

(continued)
Under each structure – Lipid storage S3	Lipid storage S3 cell count max
O=C(c1ccc(F)c(S(=O)(=O)N2CCOCC2)c1)N(CCc1ccccc1)Cc1ccccc1
  ?	/
CC(C)CN(C#N)c1nc(N2CCOCC2)nc(N2CCOCC2)n1
  0.4%	-15.5
Cc1ccc(-c2cc(C(=O)Nc3cc(C)on3)c3ccccc3n2)c(C)c1
  11.4%	2.0
CCCCNC(=O)CSc1nc2c(sc(=S)n2-c2cc(Cl)ccc2OC)c(=O)[nH]1
  ?	/
CCc1cccc(OCCCCNCCCOC)c1
  ?	/
c1ccc(Cc2noc(CN3CCN(Cc4ccc5c(c4)OCO5)CC3)n2)cc1
  ?	/
COc1ccc(CNC(=O)CCSc2ccc(F)cc2)cc1OC
  ?	/
COc1nc2ccccc2nc1N1CCN(c2ccc(F)cc2)CC1
  ?	/
COc1ccc(N(C(=O)c2ccco2)C(C(=O)NC2CCCC2)c2cccs2)cc1OC (centres undefined)
  -2.1%	-5.9
COc1ccc(C=O)cc1OS(=O)(=O)c1ccccc1[N+](=O)[O-]
  ?	/
CC(/C=N/NC(=O)c1cccnc1)=C\c1ccccc1
  3.5%	4.4
Cc1ccc(NC(=O)c2ccc(S(=O)(=O)C(F)F)cc2)c(C)c1
  12.2%	-15.4
COc1cc(C(=O)N/C(=C\c2cn(C)c3ccccc23)C(=O)N2CCN(C)CC2)cc(OC)c1OC
  ?	/
O=C(COc1ncnc2c(Cl)cc(Cl)cc12)N1CCN(S(=O)(=O)c2ccccc2)CC1
  ?	/
COc1cc2cc(C#N)c(SCC(=O)Nc3cc(C)on3)nc2cc1OC
  ?	/
COCCNC(=O)C(c1ccc(C)cc1)N(Cc1cccs1)C(=O)CCC(=O)Nc1ccccn1 (centres undefined)
  -1.2%	10.8
O=C(NS(=O)(=O)c1ccc2c(c1)OCCO2)c1ccccc1
  i	/
O=C(Nc1cccnc1)C1CCCN(c2ncnc3c2nc2n3CCCCC2)C1 (centres undefined)
  ?	/
CCOC(=O)C1CCN(c2c(Nc3ccc4c(c3)OCCO4)c(=O)c2=O)CC1
  19.8%	2.3
CCOc1ccc(N=C2SCC(=O)N2CC)cc1
  ?	/
Cc1cccc(/C=C(\c2nc3ccccc3[nH]2)S(=O)(=O)c2ccccc2)c1
  ?	/
COc1ccc2nc(NC(=O)CSC(C)C(=O)Nc3cc(C)on3)sc2c1 (centres undefined)
  ?	/
O=C(Nc1ccccc1Cl)c1ccc(-c2ccccn2)s1
  -22.7%	-8.8
O=C(CN1C(=O)NC2(CCc3ccccc32)C1=O)Nc1ccccc1OC(F)F (centres undefined)
  12.3%	-5.2
Cc1ccc(C)c(CSc2nnc(-c3cccs3)n2Cc2ccco2)c1
  -15.9%	10.9
CN1C(=O)c2ccccc2Sc2ccc(NC(=O)N3CCCC3)cc21
  -29.1%	8.7
O=C(CSc1nc(Nc2ccccc2)nc(N2CCOCC2)n1)Nc1ccccc1Cl
  ?	/
CN=C1SC(CC(=O)Nc2ccc(C(=O)O)cc2)C(=O)N1C (centres undefined)
  i	5.1
COc1ccc(N2CCN(C3CCCN(Cc4ccccc4OCCO)C3)CC2)cc1 (centres undefined)
  ?	/
O=C(CCSCCC(=O)NCC1CCCO1)NCC1CCCO1 (centres undefined)
  ?	/

3 entries already listed, ordered by their value in Lipid storage S3 cell count max, descending.
Under each structure – Lipid storage S3	Lipid storage S3 cell count max
Cc1ccc(C)c(CSc2nnc(-c3cccs3)n2Cc2ccco2)c1
  -15.9%	10.9
CN1C(=O)c2ccccc2Sc2ccc(NC(=O)N3CCCC3)cc21
  -29.1%	8.7
O=C(Nc1ccccc1Cl)c1ccc(-c2ccccn2)s1
  -22.7%	-8.8

(continued)
Under each structure – Lipid storage S3	Lipid storage S3 cell count max
O=C(NCc1cccs1)C1CC(=O)N(c2ccc(Cl)cc2)C1 (centres undefined)
  ?	/
CC(C)CN(C(=O)COc1ccc(Br)cc1C=O)C1CCS(=O)(=O)C1 (centres undefined)
  i	25.0
O=C(COc1ccc(NC(=O)c2cccs2)cc1)c1ccc(F)cc1
  ?	/
Cn1c(=O)c(=O)n(C)c2cc(S(=O)(=O)N3CCCCC3)ccc21
  i	/
Cc1ccc(S(=O)(=O)N(C)CC(=O)OCC(=O)NC(=O)NC(C)C)cc1
  ?	/
CCc1ccc(C(=O)Cn2ncc(Cl)c(Cl)c2=O)cc1
  ?	/
CN(NC(=S)Nc1ccc(OC(F)F)cc1)C(=S)Nc1ccc(OC(F)F)cc1
  ?	/
Cc1cc(Cl)ccc1NC(=O)Cn1cncn1
  6.9%[9.22 µM]	11.2
CCC(=O)Nc1cc(NC(=O)CSc2nnc(C(C)C)n2CC)ccc1C
  i	21.9
Cc1ccc(N(C)S(=O)(=O)c2ccc(-c3cnc(C4CC4)o3)cc2)cc1
  i	-16.2
CC1CCc2c(sc(NC(=S)NC(=O)c3ccccc3)c2C#N)C1 (centres undefined)
  -13.1%	6.6
O=C(Nc1ccccc1)Nc1nnc(CSCc2ccccc2Cl)s1
  ?	/
Cc1cc(NC(=S)NC(=O)c2ccco2)c2ccccc2n1
  ?	/
COc1ccc(CCNC(=O)CCC(=O)Nc2ccccc2[N+](=O)[O-])cc1OC
  i	/
C=CCN1C(=O)NC2(O)C(=O)c3ccccc3C12O (centres undefined)
  i	/

Record cards, from the list above. Screens in order: Lipid storage S3, Lipid storage S3 cell count max
`Cc1nc2c(-c3ccccc3)cnn2c(N)c1-c1ccccc1` is listed as ?, /
`O=C(NS(=O)(=O)c1ccc2c(c1)OCCO2)c1ccccc1` is listed as i, /

Continuation:
Under each structure – Lipid storage S3	Lipid storage S3 cell count max
O=c1cc(N2CCN(c3ccc(F)cc3)CC2)[nH]c(=O)n1Cc1ccc(F)cc1
  ?	/
CCOC(=O)CCc1c(C)n(CC)c2ncnn2c1=O
  7.9%	-0.5
NC1=NC2(CCCC2)N=C(Nc2ccccc2)N1
  ?	/
CC(NC(=O)NC1CCCCC1)C(c1cccs1)N1CCOCC1 (centres undefined)
  3.0%	-3.8
CN(Cc1ccccc1)C(=O)c1nc2ccccn2c1CNCCOc1cccnc1
  -2.4%	7.1
Cc1cc(C(=O)Nc2ccc(F)c(Cl)c2)on1
  i	/
COc1ccc(S(=O)(=O)N2CCN(Cc3ccc(Cl)cc3)CC2)cc1
  i	/
O=C(CSC1=NS(=O)(=O)c2ccccc2N1)Nc1ccc(F)cc1
  i	-50.0
COC(=O)c1cccc(C(=O)Nc2cnc3ccccc3c2)n1
  ?	/
O=C1CC(c2cccnc2)c2cc3c(cc2N1)OCCO3 (centres undefined)
  ?	/
COc1ccc(C(=O)Nc2ccc(NC(=O)c3cccs3)cc2)cc1[N+](=O)[O-]
  5.6%	0.2
CCS(=O)(=O)c1nc(S(=O)(=O)c2ccc(C)cc2)c(NCc2ccccn2)s1
  -3.3%	2.5
Cc1cccc(C)c1NC(=O)C1CCCNC1 (centres undefined)
  2.1%	6.7
CC(C)OCCCn1c(=O)c2ccccc2n2c(CCC(=O)NC3CCN(Cc4ccccc4)CC3)nnc12
  ?	/
COc1ccccc1CN1CCN(C(c2ccccc2)c2ccccc2)CC1
  -21.1%	-4.9

Some of the compounds tested; rates above refer to the full screens.
